Screening data: PubChem BioAssay, several laboratories
STK33 kinase inh – blocks human STK33 kinase activity. Q9BYT3. AID 2661. inhibition, % at 10 µM. purified STK33, MBP phosphorylation, ADP-Glo luminescence. 320,000 tested, 0.073% active;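 active means inhibition at or above 25%, using the most active replicate where run in duplicate; inactive means inhibition below 25%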
Target sequence (Q9BYT3 whole entry, looked up): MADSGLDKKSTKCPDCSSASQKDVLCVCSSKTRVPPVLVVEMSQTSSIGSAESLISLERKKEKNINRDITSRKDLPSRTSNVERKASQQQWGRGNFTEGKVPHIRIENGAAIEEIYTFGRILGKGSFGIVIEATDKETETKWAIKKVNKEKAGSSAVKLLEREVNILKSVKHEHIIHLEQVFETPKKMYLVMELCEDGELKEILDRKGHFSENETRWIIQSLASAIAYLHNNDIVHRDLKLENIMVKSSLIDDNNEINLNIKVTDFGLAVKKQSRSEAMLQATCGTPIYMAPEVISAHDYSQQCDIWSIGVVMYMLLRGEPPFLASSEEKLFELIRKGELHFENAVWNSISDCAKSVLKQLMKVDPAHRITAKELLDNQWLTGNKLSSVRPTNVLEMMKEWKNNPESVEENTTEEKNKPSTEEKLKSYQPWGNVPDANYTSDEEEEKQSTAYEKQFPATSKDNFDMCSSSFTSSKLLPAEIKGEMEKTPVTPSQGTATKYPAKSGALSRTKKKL
Kir21 inh – inhibitors of mouse Kir2.1 inward-rectifier potassium channel. 310,000 tested, 0.85% active. AID 1672. P35561. HEK293-Kir2.1, FluxOR thallium flux fluorescence; stronger effect = lower value. B-score at 10 µM;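 active means fluorescence ratio B-score at or below minus 3 SD of library scores, with starting-brightness B-score within 2 SD, cut at about -4.2 in these data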;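 further: channel flux triggered by added potassium and thallium sulfate stimulus; B-score of peak minus minimum fluorescence over baseline after thallium stimulus; more negative B-score means stronger Kir2.1 block with less thallium influx; some compounds called inactive have numbers as strong as hits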
Target sequence (P35561 whole entry, looked up): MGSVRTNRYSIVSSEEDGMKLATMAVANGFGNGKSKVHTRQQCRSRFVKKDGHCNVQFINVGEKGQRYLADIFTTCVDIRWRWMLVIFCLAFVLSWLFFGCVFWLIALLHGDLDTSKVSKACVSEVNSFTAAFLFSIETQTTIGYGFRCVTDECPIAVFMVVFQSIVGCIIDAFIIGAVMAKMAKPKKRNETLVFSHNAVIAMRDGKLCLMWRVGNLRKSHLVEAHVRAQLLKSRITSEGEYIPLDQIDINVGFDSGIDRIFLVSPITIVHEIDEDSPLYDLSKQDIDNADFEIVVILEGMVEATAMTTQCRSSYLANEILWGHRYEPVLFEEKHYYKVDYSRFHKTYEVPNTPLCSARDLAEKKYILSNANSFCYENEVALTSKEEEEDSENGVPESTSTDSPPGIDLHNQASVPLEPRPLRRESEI
The depositor's hits bear a star.

Screening CCN(CCCNC(=O)Cn1ncc2c([nH]c3ccc(C)cc32)c1=O)Cc1ccccc1 returned STK33 kinase inh 0.7 and Kir21 inh -1.12.
For N/C(=N\OC(=O)Cc1ccccc1[N+](=O)[O-])c1ccc(Br)cc1 the results were STK33 kinase inh 0.5 and Kir21 inh -1.43.
For COC(C(=O)Nc1ccc(S(=O)(=O)N2CCCCC2)cc1)c1ccccc1 (stereo not given) the results were STK33 kinase inh -1.2 and Kir21 inh 1.3.
`O=C(CCC(=O)OCC(F)(F)C(F)F)Nc1ccc(Cl)cc1` gave STK33 kinase inh 0.0 and Kir21 inh -0.02.
Screening O=C(O)C1CCCN1C1=NS(=O)(=O)c2ccccc21 (stereo not given) returned STK33 kinase inh 0.6 and Kir21 inh 0.49.
`CC(C)(C)NC(=O)Cn1c(SCC(=O)NC2CC2)nc2ccccc21` gave STK33 kinase inh -0.4 and Kir21 inh -0.01.
Cn1nc(C(=O)OCC(=O)Nc2ccccc2[N+](=O)[O-])c2ccccc2c1=O was read as STK33 kinase inh -0.2.
COc1ccc(-c2nn(-c3ccccc3)cc2C(=O)N2CCN(S(=O)(=O)c3cccc(F)c3)CC2)cc1 was read as STK33 kinase inh 0.5 and Kir21 inh 0.17.
Cc1[nH]c(=S)c(C#N)c(C)c1C(=O)Nc1ccccc1 was read as STK33 kinase inh -1.5 and Kir21 inh -0.01.
`Cc1ccc(CC(=O)OCCNC(=O)c2cccnc2)cc1` gave STK33 kinase inh -1.8 and Kir21 inh 0.03.
Screening CC(=O)Nc1nnc(SCC(=O)N2C(C)CCCC2C)s1 (stereo not given) returned STK33 kinase inh -1.6 and Kir21 inh 0.43.
`CC(=O)N1CCN(C(=O)c2cc(-c3ccc(Cl)s3)nc3ccccc23)CC1` gave STK33 kinase inh -0.4 and Kir21 inh 0.02.
`O=C(Nc1ccc2c(c1)OCCO2)C1CCN(C(=O)c2ccc(Cl)cc2)CC1` gave STK33 kinase inh -2.5 and Kir21 inh 1.72.
For CCC(C(=O)OCn1nnc2ccccc2c1=O)c1ccccc1 (stereo not given) the results were STK33 kinase inh -0.7 and Kir21 inh 0.45.
Screening COC(=O)c1cc(NS(=O)(=O)c2ccc(C(C)C)cc2)ccc1N1CCOCC1 returned STK33 kinase inh -0.2 and Kir21 inh 0.52.
Screening CNC(=S)Nc1ccc(C(N)=O)cc1 returned STK33 kinase inh 0.5 and Kir21 inh -0.45.
O=C(c1ccccc1Oc1ccc(C(F)(F)F)cc1[N+](=O)[O-])N1CCOCC1 was read as STK33 kinase inh -0.2 and Kir21 inh 0.8.
For Brc1ccc(-c2csc(/N=C/N3CCCC3)n2)cc1 the results were STK33 kinase inh -2.2 and Kir21 inh 0.33.
`COc1ccc(-c2noc(-c3ccc4c(c3)OCO4)n2)cc1` gave STK33 kinase inh -0.6 and Kir21 inh 0.03.
OC1(C(F)(F)F)CC(O)(C(F)(F)F)n2nc(-c3ccccc3)cc2N1 (stereo not given) was read as STK33 kinase inh 0.2 and Kir21 inh 0.35.

3 compounds already listed, ordered by number of heavy atoms, ascending.
Screening CC(=O)Nc1nnc(SCC(=O)N2C(C)CCCC2C)s1 (stereo not given) returned STK33 kinase inh -1.6 and Kir21 inh 0.43.
`CC(=O)N1CCN(C(=O)c2cc(-c3ccc(Cl)s3)nc3ccccc23)CC1` gave STK33 kinase inh -0.4 and Kir21 inh 0.02.
Screening COC(=O)c1cc(NS(=O)(=O)c2ccc(C(C)C)cc2)ccc1N1CCOCC1 returned STK33 kinase inh -0.2 and Kir21 inh 0.52.

The listing picks up, repeating the 6 entries before the break.
Screening COC(=O)c1cc(NS(=O)(=O)c2ccc(C(C)C)cc2)ccc1N1CCOCC1 returned STK33 kinase inh -0.2 and Kir21 inh 0.52.
Screening CNC(=S)Nc1ccc(C(N)=O)cc1 returned STK33 kinase inh 0.5 and Kir21 inh -0.45.
O=C(c1ccccc1Oc1ccc(C(F)(F)F)cc1[N+](=O)[O-])N1CCOCC1 was read as STK33 kinase inh -0.2 and Kir21 inh 0.8.
For Brc1ccc(-c2csc(/N=C/N3CCCC3)n2)cc1 the results were STK33 kinase inh -2.2 and Kir21 inh 0.33.
`COc1ccc(-c2noc(-c3ccc4c(c3)OCO4)n2)cc1` gave STK33 kinase inh -0.6 and Kir21 inh 0.03.
OC1(C(F)(F)F)CC(O)(C(F)(F)F)n2nc(-c3ccccc3)cc2N1 (stereo not given) was read as STK33 kinase inh 0.2 and Kir21 inh 0.35.
`CN(C)CCN(C(=O)c1ccc(S(=O)(=O)N(C)C)cc1)c1nc2cc3c(cc2s1)OCCO3` gave STK33 kinase inh 0.2 and Kir21 inh -1.44.
For CCOC(=O)Nc1ccc(=O)n(Cc2c(Cl)cccc2Cl)c1 the results were STK33 kinase inh 0.5 and Kir21 inh -0.89.
COc1ccc(CCC2(C)NC(=O)N(C(C)C(=O)N3c4ccccc4CC3C)C2=O)cc1 (stereo not given) was read as STK33 kinase inh -0.3.
`O=C(Nc1ccc(N2CCCC2)cc1)c1cccc(Cl)c1Cl` gave STK33 kinase inh 0.1 and Kir21 inh -0.08.
For COc1ccccc1NC(=O)CSc1nnc(Cc2cccn2C)n1CCc1ccccc1 the results were STK33 kinase inh 0.7 and Kir21 inh 0.73.
Screening COc1ccc(-c2csc3nc[nH]c(=O)c23)cc1 returned STK33 kinase inh 1.2 and Kir21 inh 1.89.
For NC(=O)CN(N=Nc1cccc([N+](=O)[O-])c1)c1cccc([N+](=O)[O-])c1 the results were STK33 kinase inh -1.3 and Kir21 inh -1.35.
COc1ccc(N2CCN(C(CNC(=O)C3CCCCC3)c3ccco3)CC2)cc1 (stereo not given) was read as Kir21 inh 0.68.
CCOCCCN(C)C1CCN(C(=O)c2oc3ccccc3c2NC(=O)COc2ccc(F)cc2)CC1 was read as STK33 kinase inh 0.6 and Kir21 inh 1.02.
Screening Cc1ccc(NC(=O)CCCn2nc(C)c3c(C)n(-c4ccccc4)nc3c2=O)cc1C returned STK33 kinase inh 0.8 and Kir21 inh -0.82.
For CN1C(=O)C2(N=c3ccccc3=N2)c2ccccc21 the results were STK33 kinase inh 2.6 and Kir21 inh -2.42.
Screening O=C(O)c1cccc2c1C(=O)c1ccccc1-2 returned STK33 kinase inh -4.1 and Kir21 inh -1.85.
For CCOC(=O)C1C(=O)NC(C)C1c1ccccc1 (stereo not given) the results were STK33 kinase inh -1.5 and Kir21 inh 1.53.
Screening COc1cc(NS(=O)(=O)c2c(C(=O)N3CCOCC3)c(C)n(C)c2C)cc(OC)c1OC returned STK33 kinase inh -2.7 and Kir21 inh 1.14.
CCCCOC(=O)c1ccc(O)cc1 was read as STK33 kinase inh -1.3 and Kir21 inh -0.51.
For O=C(/C=C/c1ccccc1)NCCSc1ccc(Cl)cc1 the results were STK33 kinase inh 0.5 and Kir21 inh 0.12.
O=C(C1=C[C@H](C2CC2)C[C@H](OCc2ccc(CO)cc2)O1)N1CCOCC1 was read as STK33 kinase inh -0.6 and Kir21 inh -1.6.
COc1ccccc1NC(=O)Nc1nc(CC(=O)Nc2ccc(OC)c(OC)c2)cs1 was read as STK33 kinase inh 1.5 and Kir21 inh 1.13.
`CCN1C(=O)C(CC(=O)Nc2ccc(Br)cc2)N(CCCc2ccccc2)C1=S` (stereo not given) gave STK33 kinase inh -1.0 and Kir21 inh -0.01.
COc1cc(/C=C(\C#N)c2nc3ccccc3o2)ccc1O was read as STK33 kinase inh 5.5 and Kir21 inh -6.87.
For CCOc1ccccc1CNC(=O)c1ccc2nc(N3CCOCC3)sc2c1 the results were STK33 kinase inh -0.9 and Kir21 inh 0.07.
`Cc1ccc(Nc2ncccc2C(=O)NCc2cccs2)c(C)c1` gave STK33 kinase inh -0.4 and Kir21 inh -0.98.
For CC(C(=O)NCc1ccco1)n1cc(C(=O)c2ccco2)c2ccccc21 (stereo not given) the results were STK33 kinase inh 1.8 and Kir21 inh 0.26.
Cc1cc(C)c2c(N)c(C(=O)Nc3ccccc3Br)sc2n1 was read as STK33 kinase inh -0.9 and Kir21 inh -0.1.
Screening C[C@@H](CO)NC(=O)c1ccc2c3n(nc2c1)-c1ccc(Cl)cc1CO3 returned STK33 kinase inh 1.3 and Kir21 inh -0.26.
CC(C)(CNS(C)(=O)=O)SCc1ccc(Cl)cc1 was read as STK33 kinase inh 0.7 and Kir21 inh -0.97.
`CC1CCc2c(C(=O)OCC(=O)Nc3cccc(S(=O)(=O)N4CCCCCC4)c3)csc2C1` (stereo not given) gave STK33 kinase inh 0.6 and Kir21 inh -0.29.
Screening COc1cc2c(c(OC)c1OC)CC(=O)N(C)CC2 returned STK33 kinase inh -2.0 and Kir21 inh -0.12.
Screening O=C(CN1C(=O)C(=O)N(C2CCCC2)C1=O)Nc1ccccc1OC(F)F returned STK33 kinase inh -0.9.
`COc1ccc(OCCn2cc(/C(N)=N/O)c3ccccc32)cc1` gave STK33 kinase inh 0.0 and Kir21 inh -4.15.
COc1cc(CN2CCN(C(c3ccccc3)c3ccccc3)CC2)cc(OC)c1OC was read as STK33 kinase inh -0.7 and Kir21 inh 2.1.
For CCCn1nnnc1-c1ccc(Cl)cc1 the results were STK33 kinase inh -0.5 and Kir21 inh 0.71.
COC(=O)/C(=N/Nc1ccccc1Cl)Sc1nnc(C(O)c2ccccc2)n1-c1ccccc1 (stereo not given) was read as STK33 kinase inh -0.5 and Kir21 inh 1.36.
COc1ccc(F)cc1C(=O)COC(=O)c1n[nH]c(=O)c2ccccc12 was read as STK33 kinase inh -0.6.
`NS(=O)(=O)c1ccc(NC(=O)COC(=O)c2cccc(S(=O)(=O)N3CCCC3)c2)cc1` gave STK33 kinase inh 1.3 and Kir21 inh -0.3.
Cc1ccc(S(=O)(=O)NCCC(=O)OCC(=O)Nc2ccccc2Cl)cc1 was read as STK33 kinase inh -1.0 and Kir21 inh -0.14.
Screening O=C(Nn1c(O)c(C=C2N=c3ccccc3=N2)sc1=S)c1ccc(Cl)cc1 returned STK33 kinase inh -0.1 and Kir21 inh -1.9.
Screening O=C(CSc1nncc(=O)[nH]1)Nc1cccc([N+](=O)[O-])c1 returned STK33 kinase inh 2.4 and Kir21 inh 0.91.
Screening O=C(COC(=O)CCS(=O)(=O)c1ccc(Cl)cc1)NCCc1ccc(Cl)cc1Cl returned STK33 kinase inh 0.6 and Kir21 inh 0.26.
For COCCNC(=O)CN(C(=O)Cn1nnc2ccccc21)c1ccccc1 the results were STK33 kinase inh -0.1 and Kir21 inh 0.09.
CCN1C(=O)C2C(c3ccc(O)c(OC)c3)NC(C)(C(=O)OC)C2C1=O (stereo not given) was read as STK33 kinase inh -1.5 and Kir21 inh 1.05.
CCCOc1ncnc2c1[nH]c1ccc(C)cc12 was read as STK33 kinase inh 1.0 and Kir21 inh -1.43.
Screening CC1CN(c2ccc(C(=O)c3ccccc3C(=O)O)cc2[N+](=O)[O-])CC(C)O1 (stereo not given) returned STK33 kinase inh -1.3 and Kir21 inh 0.51.
CC(C)CCNC(=O)c1onc(CSc2ccccn2)c1C(=O)NCCC(C)C was read as STK33 kinase inh 0.8 and Kir21 inh -2.72.
For CC(C)[C@H](Nc1ccc(S(=O)(=O)N2CCOCC2)cc1[N+](=O)[O-])C(=O)OCC(N)=O the results were STK33 kinase inh -1.1 and Kir21 inh -0.11.
`CC1CCCC(NC(=O)CCNS(=O)(=O)c2ccc(Br)cc2)C1C` (stereo not given) gave STK33 kinase inh -1.9 and Kir21 inh -0.28.
`CCCC(=NCc1ccccc1)C1=C(O)C(C(=O)OC)C(C)(C)CC1=O` (stereo not given) gave STK33 kinase inh -1.6 and Kir21 inh -1.06.
CCCNC(=O)c1ccc(N2CCC3(CC2)CC(c2ccc(Cl)cc2)=NO3)c([N+](=O)[O-])c1 was read as STK33 kinase inh -1.2 and Kir21 inh 0.43.
For Cc1c(N(C)C(=O)c2ccco2)c(=O)n(-c2ccccc2)n1C the results were STK33 kinase inh -4.5 and Kir21 inh -2.69.
`Cc1cn2c(=O)c(C(=O)N3CCN(c4ccccc4F)CC3)cnc2s1` gave STK33 kinase inh -1.4 and Kir21 inh -0.39.
`Cc1nc2ccccc2c(=O)n1NC(=O)C1CCC(C(C)(C)C)CC1` (stereo not given) gave STK33 kinase inh 0.7 and Kir21 inh -0.71.
`CC1CN(S(=O)(=O)c2ccc(C(=O)NC3CCCCC3)cc2)CC(C)O1` (stereo not given) gave STK33 kinase inh -1.0.
Screening O=C(O)C1CCN(S(=O)(=O)c2cccc3nonc23)CC1 returned STK33 kinase inh 0.4 and Kir21 inh -0.97.
`CCOC(=O)[C@@H]1[C@H]2COc3cc(OC)ccc3[C@H]2N2C(=O)N(c3ccccc3)C(=O)[C@]12C` gave STK33 kinase inh -1.9.
Screening COc1ccc(-n2c(=S)[nH]c3c(oc4ccccc43)c2=O)cc1 returned STK33 kinase inh 2.0 and Kir21 inh -0.11.
For Cc1cc(C)c(C)c(Oc2ncnc(N)c2[N+](=O)[O-])c1 the results were STK33 kinase inh -0.2 and Kir21 inh -0.67.
Screening CC(C)CNC(=S)NC1CC2CCCC(C1)N2C1CCCCC1 (stereo not given) returned Kir21 inh 0.48.
`N#CCC(=O)N1CCn2c1nc1ccccc12` gave STK33 kinase inh -1.5 and Kir21 inh -0.38.
`OC1CCCN(Cc2nc(Cc3ccccc3Cl)no2)C1` (stereo not given) gave STK33 kinase inh -0.7 and Kir21 inh 1.43.
`Cc1ccc(CCNC(=O)c2ccc(CS(=O)(=O)Cc3ccccc3F)o2)cc1` gave STK33 kinase inh -0.4 and Kir21 inh 1.5.
Nc1nc(CC(=O)CSc2ccc(Cl)cc2)nc(Nc2ccc(F)cc2)n1 was read as STK33 kinase inh -0.2 and Kir21 inh 0.9.
`COc1ccccc1Cn1cnc2cccnc21` gave STK33 kinase inh -0.7 and Kir21 inh -0.26.
`COc1ccc(OCCNS(=O)(=O)c2ccc3oc4ccccc4c3c2)cc1` gave STK33 kinase inh -0.4 and Kir21 inh -0.8.
For O=C(NCCCN1CCOCC1)C1CC(=O)N(CCc2ccccc2)C1 (stereo not given) the results were STK33 kinase inh 1.0 and Kir21 inh 0.46.
For COc1ccc(C(C)=O)cc1COC(=O)CCNS(=O)(=O)c1ccc(C)cc1 the results were STK33 kinase inh -2.4 and Kir21 inh -2.85.
